TRPN1 ag: zebrafish TRPN1 (NompC) channel agonism; 220,000 compounds, 0.18% hits; HEK293 zebrafish TRPN1-YFP, Fluo-8 calcium fluorescence; 100% = response to 87 µM carbachol; activation, % at 3 µM;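 active = activation above its plate's cutoff, the mean activation of test wells on that plate plus 3 SD, cut at about 19% in these data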;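 also: 0% = DMSO alone and 100% = 87 µM carbachol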
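Material: zebrafish TRPN1-YFP in HEK293 cells. Doses: one dose of 3 µM, 0.3% DMSO. Incubation: dye 1 h 37 °C plus 30 min RT. Measured by: intracellular calcium fluorescence with Fluo-8.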
Calpain2 inh: blocks pig calpain II enzyme activity; purified calpain II, fluorogenic peptide substrate, 30 min; inhibition, % at 16 µM; 220,000 compounds, 0.37% hits; AID 1236;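 active = inhibition above about 50%, limit read from the data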
S1P4 agonist: human S1P4 receptor agonism | 220,000 compounds, 0.35% hits | O95977 | S1P4-expressing cell line, agonist reporter assay | activation, % at 4.98 µM; in the data active = activation above about 11%;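 also: 0% = DMSO vehicle and 100% = reference agonist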
BaF3 parental: reduces parental Ba/F3 cell viability, JAK2V617F counter-screen | CellTiter-Glo ATP luminescence | inhibition, % at 5.6 µM | 220,000 compounds, 1.1% hits | AID 1486;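 active = inhibition above a per-campaign cutoff, the mean inhibition of all tested compounds plus 3 SD, cut at about 27% in these data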;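 also: 0% = DMSO wells and 100% = JAK Inhibitor I control wells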
Ba/F3 V617F tox: reduce viability of Ba/F3 cells dependent on JAK2V617F; Ba/F3 EpoR-JAK2V617F viability, ATP luminescence; inhibition, % at 5.6 µM; 220,000 compounds, 1.1% hits; AID 1446;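 active = inhibition above the campaign mean plus 3 SD over all tested compounds, cut at about 24% in these data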;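 also: cytokine-independent growth of Ba/F3 cells driven by EpoR plus mutant JAK2; 0% = DMSO-treated cells and 100% = JAK inhibitor I control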
S1P4 antagonist: antagonists of human S1P4 receptor | 220,000 compounds, 0.26% hits | S1P4-expressing cells, antagonist mode, reporter read-out | AID 1510 | inhibition, % at 4.98 µM | O95977; in the data active = inhibition above about 29%;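 also: 0% = wells stimulated with agonist and 100% = vehicle wells without agonist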
TRPML3 agonist: agonists of human TRPML3 channel. HEK293 TRPML3-YFP, Fluo-8 calcium fluorescence; 100% = the carbachol control signal. activation, % at 3 µM. 220,000 compounds, 0.29% hits. Q8TDD5;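 active = activation above its plate's cutoff, the mean activation of the plate's test wells plus 3 SD, cut at about 12% in these data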;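 also: 0% = DMSO only wells and 100% = carbachol wells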
Target sequence (Q8TDD5 whole entry, looked up): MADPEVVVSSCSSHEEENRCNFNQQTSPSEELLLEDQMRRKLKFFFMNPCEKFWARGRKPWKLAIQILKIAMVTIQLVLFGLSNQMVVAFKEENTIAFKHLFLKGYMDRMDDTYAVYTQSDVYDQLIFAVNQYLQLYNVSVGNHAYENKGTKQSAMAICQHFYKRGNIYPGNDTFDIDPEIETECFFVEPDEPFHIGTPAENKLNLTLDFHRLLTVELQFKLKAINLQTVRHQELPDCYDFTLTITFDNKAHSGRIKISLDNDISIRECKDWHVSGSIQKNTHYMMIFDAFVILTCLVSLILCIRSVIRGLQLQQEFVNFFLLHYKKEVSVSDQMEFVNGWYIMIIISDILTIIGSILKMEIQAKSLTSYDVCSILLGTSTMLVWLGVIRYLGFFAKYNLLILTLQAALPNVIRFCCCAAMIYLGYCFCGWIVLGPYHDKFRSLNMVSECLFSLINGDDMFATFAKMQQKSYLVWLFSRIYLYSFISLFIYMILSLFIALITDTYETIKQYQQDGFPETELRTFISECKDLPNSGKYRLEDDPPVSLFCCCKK
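Material: TRPML3-YFP stable HEK293 cells | Dosing: One concentration, 3 µM nominal, 0.3% DMSO | Timing: 125 s total fluorescence read per well | Technique: Fluo-8 calcium dye fluorescence, ex 470-495, em 515-575 nm | Measure: Percent activation from peak-to-basal fluorescence ratio, scaled between DMSO and carbachol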
PERK inhibitor: inhibitors of human PERK kinase; inhibition, % at 5.6 µM; CHO PERK-DD fusion, SEAP luminescence translation reporter; Q9NZJ5; 220,000 compounds, 0.17% hits; AID 1416;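 active = inhibition above the mean inhibition of all tested compounds plus 3 SD, set separately per screening campaign, cut at about 2.9% in these data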;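 also: PERK kinase domain activated by AP20187 dimerizer at 100 nM; 0% = DMSO with dimerizer and 100% = rapamycin at 8.4 µM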
EP2 mod: EP2 receptor (human) modulation; P43116; 260,000 compounds, 0.83% hits; EP2-expressing cells, cAMP HTRF FRET, PGE2 co-stimulation; induction, % at 25 µM;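 active = compounds whose cAMP rise, as percent of the full-agonist control response, exceeds 60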;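 also: rat C6 glioma line stably carrying human EP2 under a CMV promoter; the protocol text gives 20 µM as final concentration; 100% = response of wells given 1 µM PGE2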
Target sequence (P43116 whole entry, looked up): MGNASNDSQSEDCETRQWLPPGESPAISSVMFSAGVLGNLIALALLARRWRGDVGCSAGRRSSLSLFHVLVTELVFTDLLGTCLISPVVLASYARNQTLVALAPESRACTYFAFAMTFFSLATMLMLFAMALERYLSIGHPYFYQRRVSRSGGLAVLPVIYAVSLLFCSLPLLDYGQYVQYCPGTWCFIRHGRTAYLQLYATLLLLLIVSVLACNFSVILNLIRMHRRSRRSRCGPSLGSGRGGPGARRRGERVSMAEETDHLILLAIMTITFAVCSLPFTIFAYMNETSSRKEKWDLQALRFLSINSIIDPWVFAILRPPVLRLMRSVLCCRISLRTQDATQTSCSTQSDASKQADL
Numbers without * were called inactive; · = not tested or not shown; & = joins results of further samples. This is a random part of the collection; overall some 3.6% were active at least once.

The opening 3 entries as a preview:
SMILES	TRPN1 ag	Calpain2 inh	S1P4 agonist	BaF3 parental	Ba/F3 V617F tox	S1P4 antagonist	TRPML3 agonist	PERK inhibitor	EP2 mod
CCN1C(=O)c2cccc3c(S(=O)(=O)NCc4ccccn4)ccc1c23	-0.5	-475	-3.2	7	-2	-8	0.9	-0.8	-7
COc1cccc(C(=O)Nc2ncc3c(n2)CC(C)CC3=O)c1 (centres undefined)	-0.3	-4	-2.5	1	-3	-20	0.1	0.0	33
c1ccc2cc(CSCc3nc4ccccc4[nH]3)ccc2c1	-1.5	27	5.3	2	1	9	-0.5	-0.7	-86

Results (from the top)
SMILES	TRPN1 ag	Calpain2 inh	S1P4 agonist	BaF3 parental	Ba/F3 V617F tox	S1P4 antagonist	TRPML3 agonist	PERK inhibitor	EP2 mod
CCN1C(=O)c2cccc3c(S(=O)(=O)NCc4ccccn4)ccc1c23	-0.5	-475	-3.2	7	-2	-8	0.9	-0.8	-7
COc1cccc(C(=O)Nc2ncc3c(n2)CC(C)CC3=O)c1 (centres undefined)	-0.3	-4	-2.5	1	-3	-20	0.1	0.0	33
c1ccc2cc(CSCc3nc4ccccc4[nH]3)ccc2c1	-1.5	27	5.3	2	1	9	-0.5	-0.7	-86
S=C(NCc1ccncc1)Nc1ccccc1	-0.6	-43	-0.6	4	3	-4	0.4	1.5	22
C#CCOCCOCCOCCNc1nc(N2CCN(C(=O)[C@H]([C@@H](C)CC)n3cc(CCCN=C(N)N)nn3)CC2)nc(N2CCN(C(=O)[C@H](C)n3cc(CCCN=C(N)N)nn3)CC2)n1	0.2	-11	1.2	2	-3	-19	0.3	-0.3	37
COc1ccc(OC)c(NC(=S)NN2CCOCC2)c1	-0.9	-12	0.1	4	1	-5	0.3	-0.5	8
Cc1ccccc1OCC(=O)N/N=C/c1ccco1	-0.8	27	-0.2	-2	-5	-4	-0.4	1.3	-8
CC1CCCCC1NC(=O)C1CCN(C(=O)c2sccc2-n2cccc2)CC1 (centres undefined)	-1.9	8	-1.3	1	-3	9	-0.2	0.1	2
Cn1cccc1CNC1CCCC1	0.5	-19	-1.3	4	-3	-15	0.8	0.2	21
Cc1cc2cc(CN(Cc3cccs3)C(=S)NCc3ccco3)c(=O)[nH]c2cc1C	0.4	-8	-1.3	6	5	13	-0.2	-0.2	14&17
O=[N+]([O-])c1cc(C(F)(F)F)cc([N+](=O)[O-])c1NCCNC(=S)Nc1cccc(F)c1	5.9	0	1.0	3	4	7	3.3	0.1	-40
COc1ccc(-c2nc3c(n2O)CCc2c-3no[n+]2[O-])cc1	2.0	11	1.1	-1	1	-8	0.7	0.1	-10
Cc1ccc(-c2nc(CS(=O)CC(=O)NC3CCC(C)CC3)c(C)o2)cc1 (centres undefined)	0.0	15	0.8	1	-3	78*	0.7	-1.0	6
C=CCC1(O)CC(c2ccco2)NC(c2ccco2)C1CCC (centres undefined)	0.0	-2	2.8	4	0	6	0.6	-0.4	-4
CCS(=O)(=O)N1CCN(Cc2ccncc2)CC1	-0.3	-11	0.6	3	-1	4	0.6	0.5	14
Cc1nc(NCc2ccccn2)c2c3c(sc2n1)CCCC3	-1.2	24	3.0	10	3	0	-0.2	-0.9	5&7
COc1cc(NC(=O)Cn2c(=O)n(-c3cccc(C)c3)c(=O)c3c(C)c(C)sc32)cc(OC)c1	0.0	15	0.8	1	-4	-19	0.4	0.4	-15
COC(=O)c1ccccc1NC(=O)C(C)NS(=O)(=O)c1ccc(OC)cc1 (centres undefined)	-0.5	11	-1.2	-1	-6	8	0.0	-0.5	23
CCOc1ccccc1CNCCOC	-0.1	6	-0.3	8	5	-13	0.6	1.2	-22
Cc1ccc(NC(=O)CSc2nnc(-c3ccco3)o2)c(C)c1	1.5	-9	1.4	2	0	-8	0.3	0.0	-5&-3
Cc1ccnc(NC(=O)c2ccco2)n1	0.5	-6	-0.1	7	1	2	1.2	1.2	0
O=C(CCCl)N1CCCC2(CCCCC2)C1	0.6	-24	0.9	1	0	1	-0.2	0.2	17
O/N=C1\CCCC\C1=C/c1ccccc1	-1.4	-7	-0.3	0	1	2	0.5	1.1	42
Cn1c(=O)[nH]c(=O)c2c1nc(CN1CCN(c3ccc(F)cc3)CC1)n2CCN1CCOCC1	0.0	31	1.1	-5	-2	-9	-0.1	1.4	9
O=C(Cc1ccccc1F)c1ccc(O)cc1O	-1.2	-14	-0.5	4	2	1	0.3	1.4	27
CN(c1ccc(C(=O)Nc2ccc(CC#N)cc2)cc1)S(C)(=O)=O	5.6	-16	2.1	4	2	-23	3.5	1.1	-10
CCOC(=O)N1CCOCCOCCN(C(=O)OCC)CCOCC1	0.4	-33	1.1	4	0	9	0.2	0.3	27
COc1ccc(OCCn2cncn2)cc1	-0.1	-33	2.1	1	-2	6	0.6	1.2	-4
CC1CCN(C(=O)COC(=O)[C@H](C)NS(=O)(=O)/C=C/c2ccccc2)CC1	-2.0	-33	1.7	-1	-4	-16	0.0	0.5	1
Cc1nnc(NNS(=O)(=O)c2ccc(Cl)cc2)[nH]c1=O	-0.9	0	1.4	-3	2	10	0.8	0.3	-23
S=c1nc(-c2ccc(Cl)cc2)[nH][nH]1	0.5	-17	0.3	-1	1	8	0.6	-0.8	12
COCCCNC(=O)C1CCN(c2ccc(N3CCOCC3)nn2)CC1	2.0	-287	0.5	-2	-2	-1	1.0	0.3	10
O=C(COc1ccccc1[N+](=O)[O-])Nc1ccc(Br)cc1	-0.8	16	0.1	-2	-1	-2	1.1	0.6	-24
N/C(Cc1ccc([N+](=O)[O-])cc1)=N\OC(=O)COc1ccc2ccccc2c1	1.6	6	-1.1	8	-3	-3	1.2	1.2	-29
O=C(NC1CCCCC1)c1cc([N+](=O)[O-])ccc1N1CCCCC1	-0.6	28	-2.0	-1	2	-8	0.5	0.6	31
Cc1ccc(C(c2nnnn2C2CCCC2)N2CCc3ccccc32)cc1 (centres undefined)	-1.4	23	0.0	40*	6	-13	-1.1	-0.1	44
Cc1ccc(C)c(NC(=S)N2CCN(CCO)CC2)c1	0.3	27	-1.0	8	2	-14	0.8	0.5	16
CCc1sc(N2C(=O)C3C4CCC(C4=C(C)C)C3C2=O)nc1-c1ccccc1 (centres undefined)	-1.4	-15	-5.5	3	1	28	5.0	-0.1	45
O=[N+]([O-])c1cc(-c2ncccn2)cs1	1.2	-6	0.6	5	-2	-7	0.8	1.4	29
CNC(=O)COC(=O)/C=C/c1ccc(F)cc1	-0.8	-18	-1.0	6	-2	-13	1.3	0.4	5
NNC(=O)c1cc2nc(-c3cccs3)cc(C(F)(F)F)n2n1	0.8	-61	2.5	5	4	-4	0.2	0.4	-8
COc1ccccc1-c1coc2cc(O)cc(O)c2c1=O	-1.0	26	0.8	-3	-3	6	-0.3	0.7	20
COc1ccccc1N(CC(=O)Nc1cccc(C(F)(F)F)c1)S(C)(=O)=O	0.5	30	0.2	8	1	-20	-0.4	1.8	-28
COc1cc(C(=O)N/N=c2/sc3ccccc3n2C)cc(OC)c1OC	1.1	-5	-1.4	5	1	-5	0.7	0.0	19
Cc1cccc(/C=N/n2c(-c3cc(-c4ccccc4)n[nH]3)n[nH]c2=S)c1	2.2	-18	-0.4	-1	-3	-16	1.1	0.3	46
CCOc1ccc(CNCCNC(=O)c2nonc2N)cc1	0.3	-10	0.2	8	0	-12	1.1	0.7	-2
CC(C)N(Cc1ccccc1)C(=O)CSc1nccn1C	-0.3	5	-0.7	5	-2	0	0.8	-0.3	8
O=C(Oc1ccc2c3c(c(=O)oc2c1)CCCC3)c1cccs1	1.4	-465	0.0	10	0	-15	0.3	2.1	19
Cc1nc(CNS(=O)(=O)c2cccc(F)c2)cs1	0.2	·	-0.2	3	-2	-23	0.5	0.5	·
CC(=O)NCCN=C(C)c1sc2ccccc2c1O	-1.6	-42	1.0	2	-2	7	0.4	0.0	-45
CC1CC1c1ccc(/C=C(\C#N)C(=O)Nc2cc(Cl)ccc2Cl)o1 (centres undefined)	0.2	-72	4.6	-1	-7	-5	1.1	0.6	1
CC(NC(=O)c1ccc(Cl)cc1Cl)C(c1ccccc1)N1CCOCC1 (centres undefined)	-3.1	-3	-0.3	3	2	13	-1.4	-0.2	14
N=c1c2c3c(sc2ncn1N)CCCC3	-0.2	-23	0.6	2	-3	-18	1.9	1.0	6
CCOC(=O)c1cnc2ccccc2c1Nc1ccc(C(=O)O)cc1	0.6	2	-2.8	10	0	6	1.2	0.7	15
C/C=C1\C(OC2OC(CO)C(O)C(O)C2O)OC=C(C(=O)OC)C1CC(=O)OCC1C(C)C(OC(=O)CC2C(C(=O)OC)=COC(OC3OC(CO)C(O)C(O)C3O)/C2=C\C)CC1C(CO)CO (centres undefined)	1.7	10	-1.0	-2	-3	-3	0.3	1.8	-9
CCNc1nc(NCc2ccccc2)nc(Oc2ccc(=O)[nH]n2)n1	-0.6	-9	-2.1	3	-2	-3	0.7	1.1	2
CCC(=O)OC1=C2C(=Nc3c(c(=O)n(C)c(=O)n3C)C2c2ccccc2)c2ccccc21 (centres undefined)	0.9	·	0.1	1	-2	5	1.0	1.1	·
O=C(CN1CCN(c2ccc(C(F)(F)F)cn2)CC1)NCc1ccc2c(c1)OCO2	7.9	13	0.8	0	3	1	2.1	-0.9	-20
CCNC(=O)CC1C(=O)N(c2ccc(C)cc2)C(=O)N1CCc1sccc1C (centres undefined)	-0.8	-15	0.4	6	0	-2	0.6	-1.1	-4
Cc1nc(Oc2cccc(Cl)c2)c2oc3ccccc3c2n1	-0.1	-3	1.8	0	-4	0	0.9	-0.1	17
The list continues.
SMILES	TRPN1 ag	Calpain2 inh	S1P4 agonist	BaF3 parental	Ba/F3 V617F tox	S1P4 antagonist	TRPML3 agonist	PERK inhibitor	EP2 mod
Nc1cccc(NP(=O)(c2ccccc2)c2ccccc2)c1	1.2	-29	0.7	-2	-4	9	0.4	0.5	4
CCOC(=O)Cn1c(=O)oc2cc(S(=O)(=O)NCCc3ccc(C)cc3)ccc21	3.6	-6	2.1	3	-3	-13	1.6	0.7	-8
COC(=O)c1ccccc1NC(=O)CN1C(=O)CSC1=O	1.9	-29	-1.0	-1	1	-25	0.7	0.3	27&3
Cc1cc(C)nc(NC2=NCC(=O)N2c2ccc(Cl)cc2)n1	0.2	13	-0.3	-2	-6	5	0.6	1.6	-20
COCCSc1nc2sc3c(c2c(=O)n1-c1ccccc1)CCN(C)C3	0.9	-78	-0.8	3	0	3	1.1	0.2	21
CCOC(=O)c1c(C)[nH]c(C(=O)/C(C#N)=C/c2ccc(OCC)cc2)c1C	0.7	-3	-2.5	-1	-3	-6	0.9	0.3	-9
Cc1ccc(C2=NN(C(=O)C3CCCO3)C(c3ccco3)C2)cc1 (centres undefined)	-3.1	10	-1.4	5	-1	10	-1.4	0.4	32
CC(C)c1ccc(NNC(=O)C2CCC2)cc1	-0.5	-16	-0.6	1	-1	4	0.4	0.7	-11
CCN(CC)S(=O)(=O)c1ccc(N2CCOCC2)c(NC(=O)c2ccccc2)c1	1.2	16	-1.1	8	7	0	0.2	-1.7	0
COc1cc(S(=O)(=O)NC2CCCCC2)ccc1F	-1.4	-23	0.7	4	1	-1	0.7	-1.1	2
O=C(Nc1ccc2oc(-c3ccccc3F)nc2c1)c1cncc(Br)c1	0.4	-38	0.4	1	-3	1	0.5	-0.1	-2

High-throughput results: PubChem BioAssay, several laboratories
